M1 PAM – potentiates human M1 receptor response to acetylcholine. CHO-K1 hM1, Fluo-8 calcium fluorescence, ACh EC20; 0% = ACh EC20, 100% = maximal ACh. activation, % at 3 µM. 360,000 tested, 0.088% active. AID 588819; in the data active means activation above about 19%, passing the limit was not always enough
CHRM4 agonist – agonists of human muscarinic M4 receptor (CHRM4); CHO-K1 hM4/Gqi5, Fluo-8 calcium fluorescence; vehicle 0%, full acetylcholine response 100%; activation, % at 3 µM; 360,000 tested, 0.14% active;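 active means activation above the run mean over all test wells plus 3 SD, cut at about 32% in these data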;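 further: peak over basal fluorescence ratio per well then scaled between controls; 0% = DMSO wells and 100% = acetylcholine at EC100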
M1 ag – agonists of human M1 muscarinic receptor. P11229. CHO-K1 hM1, Fluo-8 calcium fluorescence, agonist mode; 0% DMSO, 100% acetylcholine EC100. activation, % at 3 µM. 360,000 tested, 0.33% active. AID 588814;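 active means activation above the run's mean compound activation plus 3 SD, cut at about 16% in these data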;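 further: peak over basal fluorescence ratio within a 140 s kinetic read after compound addition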
M5 ag – agonists of human muscarinic M5 receptor (CHRM5). P08912. CHO-K1 hM5 cells, Fluo-8 calcium fluorescence; 0% DMSO wells, 100% maximal acetylcholine response. activation, % at 3 µM. 360,000 tested, 0.19% active;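 active means activation above the run's mean over test compounds plus 3 SD, cut at about 23% in these data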;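 further: signal is peak over basal fluorescence ratio across the kinetic read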
Target sequence (P08912 whole entry, looked up): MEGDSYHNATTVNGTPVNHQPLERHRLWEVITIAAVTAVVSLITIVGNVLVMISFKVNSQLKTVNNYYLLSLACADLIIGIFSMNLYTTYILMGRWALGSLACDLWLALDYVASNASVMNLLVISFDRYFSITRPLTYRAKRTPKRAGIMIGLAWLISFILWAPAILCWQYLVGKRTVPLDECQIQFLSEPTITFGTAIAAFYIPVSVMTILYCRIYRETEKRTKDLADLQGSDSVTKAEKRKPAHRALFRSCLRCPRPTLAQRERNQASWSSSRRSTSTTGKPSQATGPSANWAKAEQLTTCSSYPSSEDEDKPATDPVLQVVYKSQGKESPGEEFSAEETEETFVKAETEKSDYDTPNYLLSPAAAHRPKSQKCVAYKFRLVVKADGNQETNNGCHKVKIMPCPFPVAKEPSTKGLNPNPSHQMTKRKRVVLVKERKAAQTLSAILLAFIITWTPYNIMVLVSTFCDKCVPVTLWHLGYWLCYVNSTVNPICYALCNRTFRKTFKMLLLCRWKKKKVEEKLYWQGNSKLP
CHRM5 antagonist – blocks acetylcholine activation of human M5 receptor. P08912. CHO-hM5 cells, Fluo-8 calcium fluorescence, ACh EC80. inhibition, % at 3 µM. 360,000 tested, 0.59% active;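 active means inhibition above a per-plate cutoff, the mean of that plate's test compounds plus 3 SD, cut at about 27% in these data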;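 further: 0% = acetylcholine EC80 with DMSO and 100% = DMSO without agonist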
TAAR1 agonist – agonists of human TAAR1; Q96RJ0; CHO RD-HGA16 TAAR1, Fluo-8 calcium fluorescence; vehicle wells 0%, saturating PEA agonist 100%; activation, % at 3 µM; 360,000 tested, 0.99% active; AID 624467;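 active means activation above the mean activation of all test compounds in the run plus 3 SD, cut at about 38% in these data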
Target sequence (Q96RJ0 whole entry, looked up): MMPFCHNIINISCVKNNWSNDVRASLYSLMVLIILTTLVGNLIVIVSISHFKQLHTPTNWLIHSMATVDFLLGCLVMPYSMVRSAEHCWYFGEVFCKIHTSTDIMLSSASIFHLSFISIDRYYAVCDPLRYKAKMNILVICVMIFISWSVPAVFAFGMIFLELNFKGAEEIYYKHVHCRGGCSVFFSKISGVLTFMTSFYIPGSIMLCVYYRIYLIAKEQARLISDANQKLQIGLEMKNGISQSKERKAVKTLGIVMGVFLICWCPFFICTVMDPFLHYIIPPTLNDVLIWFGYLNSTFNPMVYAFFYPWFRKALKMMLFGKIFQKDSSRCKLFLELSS
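System: CHO-derived RD-HGA16 cells with stable Gα16 and human TAAR1 / Times: 17-24 h plating, Fluo-8 75 min 37 °C, 30 min RT / Technique: calcium-sensitive Fluo-8 signal, excitation 470-495, emission 515-575 nm / Measure: % activation relative to PEA EC100 response / Benchmarks: DMSO and PEA EC100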
M5 PAM – positive allosteric modulators of human muscarinic M5 receptor. P08912. activation, % at 3 µM. 360,000 tested, 0.3% active. CHO-K1 hM5, Fluo-8 calcium, ACh EC20 PAM; 0% = ACh EC20, 100% = ACh EC100;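 active means activation above the run cutoff, the mean activation of all test compounds plus 3 SD, cut at about 18% in these data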
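System – CHO-K1 hM5 cells · Compound – 3 µM, single dose · Incubation – compound preincubation 140 s before EC20 acetylcholine addition · Technique – Fluo-8 calcium fluorescence · Measure – Max/basal fluorescence ratio as % of EC20–EC100 ACh window · Benchmarks – low control EC20 acetylcholine (0%), high control EC100 acetylcholine (100%) · Replication – singlicate, one well per test compound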
M4 antag – CHRM4 antagonism in calcium assay; CHO-hM4 cells, ACh EC80, Fluo-8 calcium fluorescence; inhibition, % at 3 µM; 360,000 tested, 0.73% active;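 active means inhibition above its plate's cutoff, the mean inhibition of sample wells plus 3 SD, cut at about 27% in these data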;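 further: 0% = acetylcholine EC80 with DMSO and 100% = DMSO without agonist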
M1 antag – antagonists of human M1 muscarinic receptor; 360,000 tested, 1.3% active; inhibition, % at 3 µM; AID 588852; P11229; CHO-K1 hM1, Fluo-8 calcium fluorescence, ACh EC80 antagonist;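 active means percent inhibition above its own plate's cutoff, namely the mean of that plate's compound wells plus 3 SD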;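 further: peak over basal fluorescence ratio during 140 s after agonist addition; 0% = ACh EC80 plus DMSO and 100% = DMSO alone without agonist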
* marks the source's active call; other numbers are inactive results; nt = no result given.

SMILES | M1 PAM | CHRM4 agonist | M1 ag | M5 ag | CHRM5 antagonist | TAAR1 agonist | M5 PAM | M4 antag | M1 antag
O=c1[nH]c(=O)c2[nH]c(=O)n(-c3ccccc3)c2[nH]1 | 15.9 | 0.7 | 1.8 | 5.8 | 0.0 | 0.6 | 13.9 | -9.0 | -22.1
CCc1cccc(OCCCn2ccnc2)c1 | -14.5 | 0.6 | -10.8 | -7.1 | 8.3 | 1.4 | -7.2 | -3.8 | 11.6
CCN1CCN(C(c2ccccc2)c2nnnn2CCc2ccc(OC)c(OC)c2)CC1 (stereo unspecified) | 9.5 | 0.5 | -5.0 | -2.2 | 2.9 | 1.4 | 2.1 | 5.3 | -35.4
O=S(=O)(Cc1ccccc1)N1CCc2ccccc2C1 | -1.2 | -0.3 | -5.1 | 0.0 | -3.4 | 2.7 | -4.6 | 8.7 | -1.6
COc1ccc(C(=O)NCc2nnc(SCC(=O)c3ccccc3)n2C)cc1OC | 6.2 | 0.4 | -0.6 | -1.1 | -5.0 | 0.4 | 0.9 | 7.6 | -12.3
CCOc1ccc(/C(=N\O)C(C)NO)cc1 (stereo unspecified) | 19.2 | 1.6 | -0.9 | 1.1 | -2.4 | -0.2 | -0.3 | -5.2 | -31.9
CCCOc1ccc(/C=C2\SC(=S)N(CC3CCCO3)C2=O)cc1 (stereo unspecified) | 0.5 | 0.1 | -6.1 | 0.1 | 1.9 | 1.9 | -2.2 | 6.4 | 0.8
COc1ccc(/C=C2\Sc3ccc(C(=O)NC4CC4)cc3N(C)C2=O)cc1OC | 1.6 | 12.3 | 1.8 | 10.5 | 0.0 | 4.3 | -1.2 | -12.8 | -4.3
C#CCOc1ccc(/C=C2/C(=O)N(c3cccc(C(=O)O)c3)N=C2C)cc1OC | 9.2 | 0.2 | 0.6 | -1.3 | -1.3 | -1.1 | 2.3 | -6.6 | -6.8
O=C(Nc1cc(Cl)ccc1N1CCOCC1)C1=COCCO1 | 8.3 | 1.6 | -0.7 | 2.0 | -10.2 | 0.1 | 3.8 | -9.8 | -24.1
Cc1ccc(N2C(=O)CC(N3CCN(S(=O)(=O)c4ccccc4)CC3)C2=O)c(C)c1 (stereo unspecified) | 8.3 | 1.1 | -2.3 | 2.1 | -0.7 | 1.7 | -0.3 | 6.0 | -5.9
O=C(Nc1ccccc1N1CCOCC1)c1cccc([N+](=O)[O-])c1 | -1.0 | 1.7 | -3.2 | 0.7 | -1.2 | 2.3 | 2.6 | -8.9 | -2.3
CCCn1c(/N=C/c2ccc3c(c2)OCO3)nc2ccccc21 | -0.1 | 0.6 | -6.5 | -2.0 | 4.3 | 7.4 | 0.7 | 7.8 | -0.2
COc1ccc(NC(=O)c2c(Cl)nc3ccccn23)cc1 | 12.4 | 1.0 | -7.1 | -1.9 | 7.7 | 0.0 | -2.1 | -1.8 | -3.4
O=c1[nH]nc(Sc2ncnc3sccc23)n1CCc1ccccc1 | 2.4 | 3.7 | -3.4 | -0.9 | -1.2 | 1.6 | -7.9 | 0.6 | 0.9
Cn1ccc2c(-c3cccc4ccccc34)cc3c(c21)C1CCC3O1 (stereo unspecified) | 9.6 | -2.0 | -0.7 | -0.7 | -3.5 | -0.8 | -0.4 | -9.0 | -0.1
COc1ccc(OC)c(NS(=O)(=O)c2ccc(Cl)s2)c1 | 6.1 | -1.6 | -3.0 | -5.5 | -2.1 | 2.8 | -0.3 | 10.4 | 1.8
Cc1nc2c(C)cccc2c2c1CCN2c1ccccc1F | -4.9 | 2.4 | -4.7 | -15.1 | 7.5 | 2.1 | -5.5 | -3.6 | 14.2
c1ccc(-c2cnc(C3CCCCC3)o2)cc1 | -3.5 | 0.2 | -2.9 | 1.0 | -5.3 | 7.0 | 1.6 | 2.2 | -11.1
C/C(=N\N1CCN(Cc2ccc(Cl)cc2)CC1)c1ccc(F)cc1 | 8.5 | 0.8 | -1.8 | -5.8 | -0.8 | -1.1 | 2.7 | -4.6 | -9.8
C[C@@H]1CN([C@H](C)CO)C(=O)CCCn2nncc2CO[C@H]1CN(C)C(=O)c1ccc(N2CCN(C)CC2)cc1 | -7.5 | -0.7 | -9.5 | 0.2 | 8.0 | 1.5 | -1.8 | -8.7 | 12.6
O=C(NCc1ccccc1)C(c1cc2ccccc2o1)n1c(=O)c(-c2ccco2)nc2ccccc21 (stereo unspecified) | nt | 0.7 | nt | 0.5 | 5.4 | 2.9 | -3.7 | -5.0 | nt
COc1cc(NC(=O)Nc2nnc([C@H]3C[C@H](O)[C@@H](CO)O3)s2)cc(OC)c1 | -2.1 | 0.1 | -2.4 | -1.7 | -6.5 | 0.6 | 1.7 | -11.9 | -0.4
O=C(CSc1nncs1)Nc1nccs1 | 2.8 | -0.3 | -1.1 | 1.1 | 0.4 | 1.3 | -1.4 | 12.4 | 1.1
CCc1cc(CNC(=O)C2CCC(=O)N(Cc3cccc(F)c3)C2)on1 (stereo unspecified) | 10.5 | 1.6 | -3.5 | -2.1 | -0.8 | 3.1 | 0.2 | -9.7 | -12.4
CCCCNC(=O)CNC(=S)N(Cc1ccccc1F)C1CCCCC1 | -0.2 | -0.6 | -5.8 | -5.0 | 10.9 | 2.1 | 0.0 | -4.1 | -0.1
CCOC(=O)c1ccc(NC(=O)NCCc2cnc[nH]2)cc1 | -0.7 | 0.8 | -8.3 | -2.0 | -9.3 | 3.1 | -3.3 | -0.2 | -9.2
CC1CCC(NC(=O)C2CCC(CNS(=O)(=O)c3cccc4nsnc34)CC2)CC1 (stereo unspecified) | 13.8 | 1.4 | -2.6 | 0.8 | -1.9 | 2.6 | 1.3 | -7.4 | -13.5
CCC(C)[C@H](NC(=O)C1CCN(C(=O)[C@H](Cc2ccccc2)NC(=O)OC(C)(C)C)CC1)C(=O)O (stereo partly specified) | 18.4 | 0.8 | 0.2 | -4.4 | 2.6 | 2.4 | -1.3 | -8.5 | -9.0
O=c1c(C(c2ccccc2)c2c(O)sc3ccccc3c2=O)c(O)sc2ccccc12 | 8.8 | 3.0 | -0.8 | 3.0 | 4.0 | 0.9 | -7.8 | 5.1 | -2.0

One compound at a time, as listed above. Values in the order: M1 PAM, CHRM4 agonist, M1 ag, M5 ag, CHRM5 antagonist, TAAR1 agonist, M5 PAM, M4 antag, M1 antag
Entry for CCOC(=O)c1ccc(NC(=O)NCCc2cnc[nH]2)cc1 = -0.7, 0.8, -8.3, -2.0, -9.3, 3.1, -3.3, -0.2, -9.2
Entry for C[C@@H]1CN([C@H](C)CO)C(=O)CCCn2nncc2CO[C@H]1CN(C)C(=O)c1ccc(N2CCN(C)CC2)cc1 = -7.5, -0.7, -9.5, 0.2, 8.0, 1.5, -1.8, -8.7, 12.6

Continuation.
SMILES | M1 PAM | CHRM4 agonist | M1 ag | M5 ag | CHRM5 antagonist | TAAR1 agonist | M5 PAM | M4 antag | M1 antag
COc1cc(CNCCc2ccccc2)cc(Br)c1OCC(=O)Nc1ccccc1C | 2.4 | 27.0 | -2.1 | 6.2 | -12.5 | 87.8* | -0.9 | -1.3 | 6.0
COc1ccc(NC(=O)CNC(=O)N2CC(=O)Nc3ccccc32)cc1OC | 5.1 | -0.8 | -2.2 | -2.5 | 3.0 | 1.2 | 0.0 | -16.0 | -6.0
CC(C)CC(NC(=O)C1CCC(C)CC1)C(=O)N1CCN(c2ccccn2)CC1 (stereo unspecified) | 3.0 | 0.7 | -6.9 | 1.8 | -0.3 | -0.4 | 0.9 | -6.4 | -7.3
O=C(Nc1cccc2ccccc12)c1ccc([N+](=O)[O-])o1 | 3.2 | 1.4 | -3.0 | -3.1 | 4.1 | -0.8 | 2.0 | 1.0 | -11.3
COc1cccc(NC(=O)C2(C)CCN2Cc2ccc(SC)cc2)c1 (stereo unspecified) | 5.0 | -2.5 | -4.9 | -2.2 | -6.8 | 0.8 | -0.8 | -7.9 | -6.3
COc1ccc(CC(=O)Nc2ccc(C(=O)Nc3ccccc3C(=O)O)cc2)cc1OC | 0.9 | -1.6 | -5.6 | -0.8 | 2.9 | 7.8 | 4.0 | 1.7 | 1.0
Cc1ccc(C(C(=O)NC2CCCCC2)N(C(=O)c2csnn2)c2ccccc2F)o1 (stereo unspecified) | 5.2 | 1.3 | -2.3 | -1.3 | 12.5 | 3.4 | -6.1 | -10.7 | -10.1
Cc1cc(/C=C2\SC(N)=NC2=O)c(C)n1-c1ccccc1 | 4.9 | -0.2 | -3.6 | -2.2 | -3.5 | 15.8 | 6.2 | 7.0 | -10.1
CCN1CCN(c2ccc(NC(=O)c3cccnc3)cc2Cl)CC1 | -9.0 | 1.0 | -5.1 | -3.9 | 1.8 | 8.7 | -4.4 | 1.9 | 20.7
COc1ccc(S(=O)(=O)Cc2ccc(C(=O)NC3CC3)o2)cc1 | 1.4 | 0.9 | 2.1 | 2.5 | -0.5 | 0.7 | -1.0 | -1.8 | 0.1

Two of the compounds above, in CSV form:
SMILES,M1 PAM,CHRM4 agonist,M1 ag,M5 ag,CHRM5 antagonist,TAAR1 agonist,M5 PAM,M4 antag,M1 antag
Cc1ccc(C(C(=O)NC2CCCCC2)N(C(=O)c2csnn2)c2ccccc2F)o1 (stereo unspecified),5.2,1.3,-2.3,-1.3,12.5,3.4,-6.1,-10.7,-10.1
Cc1cc(/C=C2\SC(N)=NC2=O)c(C)n1-c1ccccc1,4.9,-0.2,-3.6,-2.2,-3.5,15.8,6.2,7.0,-10.1

Sorted by the number under M4 antag (low to high): 3 from the list above.
SMILES | M1 PAM | CHRM4 agonist | M1 ag | M5 ag | CHRM5 antagonist | TAAR1 agonist | M5 PAM | M4 antag | M1 antag
CC(C)CC(NC(=O)C1CCC(C)CC1)C(=O)N1CCN(c2ccccn2)CC1 (stereo unspecified) | 3.0 | 0.7 | -6.9 | 1.8 | -0.3 | -0.4 | 0.9 | -6.4 | -7.3
Cc1ccc(N2C(=O)CC(N3CCN(S(=O)(=O)c4ccccc4)CC3)C2=O)c(C)c1 (stereo unspecified) | 8.3 | 1.1 | -2.3 | 2.1 | -0.7 | 1.7 | -0.3 | 6.0 | -5.9
O=C(CSc1nncs1)Nc1nccs1 | 2.8 | -0.3 | -1.1 | 1.1 | 0.4 | 1.3 | -1.4 | 12.4 | 1.1

The listing continues.
SMILES | M1 PAM | CHRM4 agonist | M1 ag | M5 ag | CHRM5 antagonist | TAAR1 agonist | M5 PAM | M4 antag | M1 antag
CC(=O)NCCNC(=O)C1Cc2c(-c3ccc4c(c3)OCO4)ccnc2O1 (stereo unspecified) | -0.2 | -0.3 | -0.3 | 1.0 | 6.6 | 3.0 | -1.7 | 0.5 | -5.7
O=C(c1cc2ccccc2o1)N1CCN(Cc2nc3ccccc3s2)CC1 | -4.0 | 7.2 | -2.1 | 0.2 | -0.3 | -1.6 | -4.1 | 3.1 | 0.0
COc1cc(/C=C2/C(=O)ON=C2C)ccc1OCc1cccc(F)c1 | 16.1 | 2.5 | -3.4 | -4.8 | 8.4 | 4.6 | -2.2 | -6.3 | -5.2
Cc1cc(C)n2nc(C(=O)N3CCCC(Nc4ccc(C(C)C)cc4)C3)cc2n1 (stereo unspecified) | -1.7 | 1.0 | -1.2 | -1.3 | -7.9 | -0.3 | 0.9 | 6.3 | 6.4

Screening data deposited in PubChem by The Scripps Research Institute Molecular Screening Center.

Only part of the results is shown; count on the stated rates, not on these rows.
